Arrestin-AP2 inh – blocks beta-arrestin peptide binding to AP2 adaptin; FITC-arrestin peptide / GST-AP2 beads, flow cytometry; AP2 beta2 appendage carries R879A mutation; inhibition, % at 10 µM; 0.31% of 340,000 active; AID 504490;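 active = inhibition above a set limit, near 3 SD of compounds lacking own fluorescence, cut at about 54% in these data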;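 also: plate controls were DMSO wells for no effect and 5 µM unlabelled arrestin peptide for full effect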
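Measured by: flow cytometry, FL1 (488/535 nm); Material: AP2 appendage R879A on GSH beads; Evaluation: percent response; Timing: pre-incubation 12 min, peptide binding 1 h, room temperature; Also added: 50 nM FITC-arrestin peptide; Medium: PBS with 0.05% Tween 20 and 0.1% BSA.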
Cardiac RTF inh – cardiac RTF calcium desensitization; P19429+P45379; IANBD-labeled cardiac RTF, Ca2+ fluorescence; inhibition, % at 7.15 µM; 0.12% of 340,000 active; AID 493244;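 active = inhibition above the mean inhibition of all tested compounds plus 3 SD, cut at about 17% in these data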;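 also: assay run at fixed EC70 calcium of 1.6 mM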
CAL PDZ FP-1 – blocks peptide binding to the human CAL PDZ domain; purified CAL PDZ, TMR-peptide fluorescence polarization, 1 h; inhibition, % at 24.9 µM; 0.92% of 300,000 active; AID 602252;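 active = mean inhibition of at least 30% with at least half of replicates also reaching 30%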;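 also: 0% = DMSO neutral control and 100% = excess unlabeled competitor peptide PRC23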
CAL PDZ FP-2 – inhibitors of human CAL PDZ peptide binding | Q9HD26 | purified CAL PDZ, TMR-peptide fluorescence polarization, 1 h | inhibition, % at 20 µM | 0.02% of 330,000 active | AID 504414;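 active = highest replicate inhibition of at least 40%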;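 also: plate controls were DMSO neutral control wells for no effect and unlabeled competitor peptide control wells for full effect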
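Read-out basis: mP drop reported as inhibition | Assay system: Tagged CAL PDZ protein CerCALP, purified | Benchmarks: Unlabelled peptide for full inhibition, DMSO wells as neutral | Schedule: 1 h incubation at room temperature before polarization reading | Buffer or medium: Sodium phosphate/NaCl buffer pH 7.4 with TCEP, IgG, Thesit | Doses: Single point, 20 µM | Measured by: Fluorescence polarization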
Keap1-Nrf2 PPI – disrupts human Keap1 binding to Nrf2 peptide; Q14145; Keap1 Kelch-Nrf2 peptide fluorescence polarization, 1536-well; inhibition, % at 9.4 µM; 0.15% of 340,000 active; AID 504523; in the data active = inhibition above about 12%;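 also: human Keap1 Kelch domain with fluorescein labeled Nrf2 9mer peptide probe; 0% = neutral control wells and 100% = peptide positive control; higher means more block of Keap1 binding to Nrf2 peptide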
NSD2 inh – inhibitors of human histone methyltransferase NSD2. O96028. NSD2 peptide methylation, AlphaScreen, 120 min. inhibition, % at 12.5 µM. 0.54% of 310,000 active. AID 743445; in the data active = inhibition above about 50%
V-ATPase pH – yeast V-ATPase proton transport regulation by pHLuorin; S. cerevisiae, pHLuorin cytosolic pH fluorescence; response, % at 10 µM; 0.37% of 350,000 active; AID 504577; in the data active = response mostly above about 7.3%, no sharp cut-off; inactive = mostly below about 5.4%; also: actives read high; inactives centre near 0; some compounds called inactive have numbers as strong as hits
DSG3 Ab inh – inhibitors of pemphigus antibody binding to human desmoglein-3; DSG3-coupled beads, scFv-anti-DSG3-GFP binding, flow cytometry; active compounds read low; binding (percent of control), % at 10 µM; 0.48% of 310,000 active;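 active = binding more than 3 SD below its plate's average and above zero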;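 also: hits lower antibody fragment binding to DSG3; some compounds called inactive have numbers as strong as hits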
Target sequence (P32926 whole entry, looked up, the tested form may be a part): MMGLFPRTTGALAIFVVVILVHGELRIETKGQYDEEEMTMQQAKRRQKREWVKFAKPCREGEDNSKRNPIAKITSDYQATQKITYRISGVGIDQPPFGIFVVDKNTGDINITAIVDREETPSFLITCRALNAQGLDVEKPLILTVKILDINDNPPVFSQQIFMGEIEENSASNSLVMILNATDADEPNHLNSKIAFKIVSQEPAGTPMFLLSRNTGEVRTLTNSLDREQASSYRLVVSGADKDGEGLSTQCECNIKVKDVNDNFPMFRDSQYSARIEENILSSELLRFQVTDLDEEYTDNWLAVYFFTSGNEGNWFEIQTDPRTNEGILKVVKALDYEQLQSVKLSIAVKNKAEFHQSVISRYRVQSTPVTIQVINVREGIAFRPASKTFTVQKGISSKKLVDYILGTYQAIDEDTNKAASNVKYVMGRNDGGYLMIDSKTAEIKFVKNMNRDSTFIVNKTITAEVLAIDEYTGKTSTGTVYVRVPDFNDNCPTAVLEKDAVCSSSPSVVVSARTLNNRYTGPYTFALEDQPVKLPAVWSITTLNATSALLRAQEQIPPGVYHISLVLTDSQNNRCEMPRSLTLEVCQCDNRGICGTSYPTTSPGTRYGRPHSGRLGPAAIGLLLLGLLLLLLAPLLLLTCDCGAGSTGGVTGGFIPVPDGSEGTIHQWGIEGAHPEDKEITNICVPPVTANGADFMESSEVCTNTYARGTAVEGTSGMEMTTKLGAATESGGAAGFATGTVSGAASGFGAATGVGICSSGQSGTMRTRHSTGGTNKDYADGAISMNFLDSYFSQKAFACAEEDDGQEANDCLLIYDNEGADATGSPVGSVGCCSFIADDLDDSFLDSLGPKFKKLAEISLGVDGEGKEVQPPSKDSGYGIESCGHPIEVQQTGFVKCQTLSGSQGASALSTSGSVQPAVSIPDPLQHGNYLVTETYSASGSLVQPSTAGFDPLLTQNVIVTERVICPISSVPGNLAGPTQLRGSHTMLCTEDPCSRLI
DAGLB inhibitor – diacylglycerol lipase beta (human) inhibition | inhibition, % at 5.17 µM | 0.059% of 340,000 active | HEK293T DAGLB membrane lysate, EnzChek fluorogenic substrate | AID 504411 | Q8NCG7; in the data active = inhibition above about 34%;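 also: 0% = enzyme with vehicle and 100% = wells lacking enzyme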
C-LANA FP – inhibitors of KSHV LANA C-terminal domain DNA binding. AID 504423. inhibition, % at 9 µM. MBP-C-LANA/FAM-LBS DNA binding, fluorescence polarization. 0.078% of 340,000 active;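 active = highest replicate inhibition at or above 60% at 9 µM, even if other replicates fall short; inactive = all replicates below 60% inhibition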;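 also: 0% = neutral control wells and 100% = 4 µM acridine orange control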
Active calls of the source: *; nt = not tested or not shown.

SMILES	Arrestin-AP2 inh	Cardiac RTF inh	CAL PDZ FP-1	CAL PDZ FP-2	Keap1-Nrf2 PPI	NSD2 inh	V-ATPase pH	DSG3 Ab inh	DAGLB inhibitor	C-LANA FP
CN(CC(=O)O/N=C(\N)c1ccccn1)S(=O)(=O)c1cc(Cl)ccc1Cl	9	-2	-3	nt	-5	-3	-1	99	-2	-1.5
O=C(Nc1ccc(N2CCN(C(=O)c3ccco3)CC2)c(Cl)c1)c1cccnc1	-1	6	-10	0.8	-3	-3	-1	82	1	-3.7
CCOC(=O)c1c(C)[nH]c(C)c1C(=O)CSc1nnc(-c2ccncc2)n1Cc1ccccc1	-7	0	-3	-0.5	2	2	-3	78	3	0.1
OC(c1ccccc1)c1nc2ccccc2s1 (stereo not given)	18	-1	-4	-0.3	1	0	-3	nt	-5	-0.5
O=C(CCCN1C(=O)c2ccccc2C1=O)Nc1cccnc1	9	0	2	1.3	-5	0	3	98	0	-0.5
CS(=O)(=O)Nc1ccccc1C(=O)NCc1ccco1	-1	-2	0	-1.0	-8	1	6	94	-1	0.2
COC(=O)CCc1c(C)[nH]c(C(=O)OCc2ccccc2)c1C	12	-6	0	-0.3	4	6	-6	104	-2	-2.1
O=C(NC1CC1)C1=C[C@H](c2ccc(Br)cc2)C[C@H](OCc2ccc(CO)cc2)O1	-1	-4	-5	-0.2	-4	nt	-2	105	-5	1.2
O=C(CCl)N1c2ccccc2Sc2c1ccc1ccccc21	0	1	-1	-1.2	1	9	0	119	10	1.9
COc1ccc(-n2c(C)c3c(C)nnc(C)c3c2C)cc1OC	nt	nt	nt	nt	nt	15	-1	104	-1	nt
CCOC(=O)[C@@H]1[C@H]2COc3ccc(Br)cc3[C@@H]2N2C(=O)N(c3ccc(C(F)(F)F)cc3)C(=O)[C@]12C	8	-6	0	1.5	-2	nt	0	102	-17	1.7
CCn1c(SCC(=O)Nc2ccc(Cl)cc2)nc2nc3c(cc2c1=O)CCCC3	16	-11	-1	-3.7	1	4	1	127	-2	0.6
O=C(NC1CC1)C1=C[C@@H](c2c[nH]c3ccccc23)C[C@@H](OCCCCO)O1	21	2	-3	0.2	2	nt	2	119	-1	-0.7
Clc1ccc2c(c1)C(c1cccs1)=NNC(c1cccnc1)=N2	3	-2	nt	-1.2	0	-2	1	97	2	0.8
CC1CCCN(C(=S)Nc2ccc(Nc3ccccc3)cc2)C1 (stereo not given)	36	nt	2	-0.6	2	1	-1	94	nt	-0.8
Cc1cc(Cn2nnc(-c3ccc(Br)cc3)n2)cc(C)c1O	3	3	-4	-0.3	-4	-1	-1	116	-6	2.6
CCCCNC(=S)N1CCN(C(c2ccccc2)c2ccccc2)CC1	-16	-1	45*	-0.3	2	-4	0	98	-5	-3.6
CC1CCCC(NC(=O)Cn2c(Cl)nc3c2c(=O)n(C)c(=O)n3C)C1C (stereo not given)	25	2	-3	0.0	-2	1	0	126	2	3.1
O=C(COn1nnc2ccc(C(F)(F)F)cc21)Nc1nnc(-c2ccccc2)o1	-1	-9	nt	0.9	7	0	1	105	2	1.6
COc1ccc(/C=C(\NC(=O)c2ccccc2)C(=O)N/N=C/c2ccncc2)cc1	-41	-5	-1	-5.0	-5	2	3	98	0	0.5

Next section; the last 4 above are carried over.
SMILES	Arrestin-AP2 inh	Cardiac RTF inh	CAL PDZ FP-1	CAL PDZ FP-2	Keap1-Nrf2 PPI	NSD2 inh	V-ATPase pH	DSG3 Ab inh	DAGLB inhibitor	C-LANA FP
CCCCNC(=S)N1CCN(C(c2ccccc2)c2ccccc2)CC1	-16	-1	45*	-0.3	2	-4	0	98	-5	-3.6
CC1CCCC(NC(=O)Cn2c(Cl)nc3c2c(=O)n(C)c(=O)n3C)C1C (stereo not given)	25	2	-3	0.0	-2	1	0	126	2	3.1
O=C(COn1nnc2ccc(C(F)(F)F)cc21)Nc1nnc(-c2ccccc2)o1	-1	-9	nt	0.9	7	0	1	105	2	1.6
COc1ccc(/C=C(\NC(=O)c2ccccc2)C(=O)N/N=C/c2ccncc2)cc1	-41	-5	-1	-5.0	-5	2	3	98	0	0.5
CCOc1ccccc1CNn1cnnc1SCC(=O)NC(C)(C)C	nt	nt	nt	nt	nt	2	3	98	3	nt
CN1C(C)(C)CCCC1(C)C	9	1	-1	-0.2	6	nt	-5	102	3	1.7
O=C1c2ccc3c4c(ccc(c24)C(=O)N1CCCCO)C(=O)N(CCCCO)C3=O	-9	2	nt	0.5	3	32	-3	96	0	-1.9
Cc1cc(C(=O)CSc2nnnn2C)c(C)n1CCc1ccc(Cl)cc1	-1	-8	0	nt	-3	-4	2	98	-1	-0.4
O=C(NC(=S)NCc1ccc(Cl)cc1Cl)c1ccco1	9	-5	-2	-1.4	-3	-1	6	nt	-5	-0.9
Cc1cc(C(=O)CN2C(=O)C(=O)N(C3CCCC3)C2=O)c(C)n1-c1ccc(F)cc1	-15	-2	4	nt	-4	-2	2	117	-6	-1.9
CC(C(=O)N1c2ccccc2CCc2ccccc21)n1nnc(-c2ccc(N(C)C)cc2)n1 (stereo not given)	-6	0	-2	-2.2	3	-5	3	101	-1	-0.1
CC(C)(O)C#Cc1ccc(CNC[C@H]2O[C@@H](n3cnc(C(N)=O)n3)[C@H](O)[C@@H]2O)s1	4	-5	-3	-0.8	-6	nt	6	98	-2	1.3
CCOc1cc(CNC)ccc1OCC(=O)NC(C)(C)C	2	5	0	-3.0	1	32	-2	105	0	-0.2
Cc1cc(C(=O)O)ccc1N=Cc1c(O)ccc2ccccc12	-3	0	-6	0.4	-11	3	0	114	3	-1.6
CCn1cc(/C=N\NC(=O)COc2cccc(C)c2C)c(C)n1	-12	-6	2	-1.1	1	-3	0	102	0	2.1
Cc1nn(Cc2ccccc2)c(N)c1C#N	17	3	5	0.0	-2	-2	1	104	-2	0.5
O=C(NNc1ccc([N+](=O)[O-])cc1)C12CC3CC(CC(C3)C1)C2	6	-3	-1	-0.5	-1	0	3	100	0	-0.8
CC1SC(c2ccccc2)N(CC(O)c2ccc([N+](=O)[O-])cc2)C1=O (stereo not given)	-9	-6	-6	-2.0	-4	0	0	90	0	0.3
O=C(CN1C(=O)NC2(CCCCCCC2)C1=O)Nc1ccc(Br)cc1Br	4	-5	-7	-0.8	-4	-3	-3	113	2	1.2
NC(=O)C1(Nc2ccc(Br)cc2)CCCC1	36	5	13	0.3	1	0	-2	114	0	-1.7
COc1cccc(CSc2nc3ccncc3[nH]2)c1	11	-7	12	-2.3	-1	nt	-1	78	0	-2.9
COc1cc(NC(=O)COC(=O)CNC(=O)c2cc(C)cc(C)c2)c(C)cc1[N+](=O)[O-]	4	-10	-1	-2.7	-6	-1	-2	98	3	0.4
C=CCNC(=O)/C(=C/c1ccc(Br)cc1)NC(=O)c1ccccc1OC	11	5	3	nt	1	-2	2	101	-1	0.9
O=C(Nc1nc2ccc(F)cc2s1)c1ccc([N+](=O)[O-])o1	nt	nt	nt	nt	nt	4	0	100	8	nt

Profiles from above. Order of values: Arrestin-AP2 inh | Cardiac RTF inh | CAL PDZ FP-1 | CAL PDZ FP-2 | Keap1-Nrf2 PPI | NSD2 inh | V-ATPase pH | DSG3 Ab inh | DAGLB inhibitor | C-LANA FP
Results for CN1C(C)(C)CCCC1(C)C = 9 | 1 | -1 | -0.2 | 6 | nt | -5 | 102 | 3 | 1.7
Results for CCOC(=O)c1c(C)[nH]c(C)c1C(=O)CSc1nnc(-c2ccncc2)n1Cc1ccccc1 = -7 | 0 | -3 | -0.5 | 2 | 2 | -3 | 78 | 3 | 0.1
Results for CCOc1ccccc1CNn1cnnc1SCC(=O)NC(C)(C)C = nt | nt | nt | nt | nt | 2 | 3 | 98 | 3 | nt
Results for CC(C(=O)N1c2ccccc2CCc2ccccc21)n1nnc(-c2ccc(N(C)C)cc2)n1 (stereo not given) = -6 | 0 | -2 | -2.2 | 3 | -5 | 3 | 101 | -1 | -0.1
Results for COc1cc(NC(=O)COC(=O)CNC(=O)c2cc(C)cc(C)c2)c(C)cc1[N+](=O)[O-] = 4 | -10 | -1 | -2.7 | -6 | -1 | -2 | 98 | 3 | 0.4

(continued)
SMILES	Arrestin-AP2 inh	Cardiac RTF inh	CAL PDZ FP-1	CAL PDZ FP-2	Keap1-Nrf2 PPI	NSD2 inh	V-ATPase pH	DSG3 Ab inh	DAGLB inhibitor	C-LANA FP
CSc1ccc(NC(=O)NCCCN2CCN(c3ccccc3F)CC2)cc1	18	3	1	-0.7	2	nt	2	110	1	-1.3
COc1ccc(-c2[nH]ncc2CN2CCCO2)cc1F	-3	-6	-3	1.1	-4	-4	-2	96	-4	-1.7
COc1ccc(C2/C(=C(/O)c3ccc(F)cc3)C(=O)C(=O)N2c2ccccn2)cc1OC (stereo not given)	1	-9	-3	16	-1	-1	1	111	-1	1.9
S=C(Nc1ccc(Cl)cc1)NC1CC2CCCC(C1)N2C1CC1 (stereo not given)	-2	-14	-3	-1.5	-3	nt	2	97	-3	-1.1
COc1ccc(NC(=O)CN(C)C(=O)c2ccc3c(c2)OCCO3)cc1	30	-6	3	-1.1	-2	0	1	96	-2	-0.8
O=S(=O)(Nc1ccccc1)c1ccc(S(=O)(=O)N2CCCC2)cc1	2	-6	-4	-2.6	-5	-2	0	108	1	-0.3
O=C(NC1CCSc2ccccc21)c1cccc(S(=O)(=O)N2CCOCC2)c1 (stereo not given)	-12	4	-3	-1.5	-1	0	4	99	-2	2.6
Cc1ccc(S(=O)(=O)NNC(=O)Nc2cccc(C)c2C)c(C)c1	-10	8	0	-1.8	-2	-1	-1	101	2	-1.6

A portion of the library (hit frequency here may not be typical).
